SIRT5 inh – SIRT5 desuccinylase inhibitors, primary screen, biochemical, fluorescence imaging, single point, set 5; NAD-dependent protein deacylase sirtuin-5, mitochondrial (Homo sapiens), Q9NXA8; Purified SirT5, succinyl-peptide AMC, trypsin-coupled fluorescence; inhibition, % at 15 µM; hit rate 1.1% among 330,000; in the data active means inhibition above about 15%
ERAP1 inh – human ERAP1 aminopeptidase inhibitors, primary screen, biochemical, single point, plate reader | recombinant ERAP1, Leu-AMC fluorescence, 60 min | Endoplasmic reticulum aminopeptidase 1 (Homo sapiens), Q9NZ08 | hit rate 0.15% among 340,000 | inhibition, % at 10.7 µM;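 active means mean replicate inhibition of at least 30%, or all replicates individually reaching that 30% level; inactive means mean below 30% and not every replicate reaching it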;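 further: 0% = neutral control wells and 100% = L-leucinethiol positive control wells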
Target sequence (Q9NZ08 whole entry, looked up): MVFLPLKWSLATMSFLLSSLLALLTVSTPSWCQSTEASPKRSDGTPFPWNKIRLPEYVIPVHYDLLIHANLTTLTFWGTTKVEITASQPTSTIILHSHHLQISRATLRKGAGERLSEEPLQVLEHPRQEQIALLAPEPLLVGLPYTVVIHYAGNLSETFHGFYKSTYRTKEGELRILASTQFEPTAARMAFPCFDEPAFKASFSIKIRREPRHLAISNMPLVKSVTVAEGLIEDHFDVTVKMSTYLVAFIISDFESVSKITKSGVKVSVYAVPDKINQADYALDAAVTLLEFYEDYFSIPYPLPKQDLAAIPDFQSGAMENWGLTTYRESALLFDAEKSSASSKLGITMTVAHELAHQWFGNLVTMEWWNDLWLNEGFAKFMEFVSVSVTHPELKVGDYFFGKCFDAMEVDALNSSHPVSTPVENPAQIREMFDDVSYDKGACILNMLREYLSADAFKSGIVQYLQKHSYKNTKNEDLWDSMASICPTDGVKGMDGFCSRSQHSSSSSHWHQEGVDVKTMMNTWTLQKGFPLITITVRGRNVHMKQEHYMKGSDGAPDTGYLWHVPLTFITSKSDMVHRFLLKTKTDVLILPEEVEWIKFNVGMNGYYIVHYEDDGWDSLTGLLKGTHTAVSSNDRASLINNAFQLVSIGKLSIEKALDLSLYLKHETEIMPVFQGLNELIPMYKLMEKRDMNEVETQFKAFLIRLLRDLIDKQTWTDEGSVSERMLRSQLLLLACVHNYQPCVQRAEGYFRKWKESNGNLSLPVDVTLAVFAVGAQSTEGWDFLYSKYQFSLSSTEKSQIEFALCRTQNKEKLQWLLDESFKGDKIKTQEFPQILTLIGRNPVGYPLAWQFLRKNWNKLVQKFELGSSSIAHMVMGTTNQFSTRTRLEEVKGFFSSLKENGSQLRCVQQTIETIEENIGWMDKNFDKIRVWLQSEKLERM
Cneo AK release – Cryptococcus neoformans cell lysis inducers, primary screen, AK release luminescence, single concentration. C. neoformans lysis, adenylate kinase release luminescence, 4 h; normalised: neutral wells 0, clomiphene wells 100. lysis activity, % at 15 µM. hit rate 0.2% among 360,000;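 active means mean lysis activity across replicates of at least 80%, whatever share of replicates individually reach that level; inactive means mean lysis activity below 80%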
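Assay system: log-phase C. neoformans yeast / Quantity: yeast cell density of 5 × 10^6 cells/mL / Medium: fresh YPD growth medium / Compound: single dose / Timing: static 4 h at 37 °C with compound, 1 h detection / Measured by: adenylate kinase release luminescence / Read-out: lysis from increased AK signal / Benchmarks: Clomiphene as positive lysis control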
PGC1a acetyl inh – inhibitors of PGC1a acetylation signal, primary screen, cell-based, U2OS, AlphaScreen, inhibitor mode; AlphaScreen anti-acetyl-lysine; with virally co-expressed GCN5 acetyltransferase; inhibition, % at 15.6 µM; hit rate 0.17% among 350,000; AID 651687, 2012;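 active means every replicate shows inhibition of at least 40%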;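 further: 0% = neutral control wells and 100% = positive control wells; some results beyond the cut were filed as inactive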
LGR2 antag – inhibitors of bursicon-induced LGR2 CRE-luciferase signal, primary screen, cell-based, HEK293, CRE-luciferase reporter, bursicon stimulation. hit rate 0.35% among 380,000. inhibition, % at 9.99 µM. AID 720647, 2013. bursicon-stimulated, 4 h;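 active means drop in luminescence signal, shown as inhibition above about 50% in the replicate tests, limit read from the data, passing the limit was not always enough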;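 further: agonist challenge used bursicon conditioned medium at about half maximal strength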
S100A4 inh HTS – inhibitors of S100A4-myosin IIA peptide binding, primary screen, biochemical, fluorescence polarization, TAMRA-MyoIIA peptide | Protein S100-A4 (Homo sapiens), P26447 | inhibition, % at 10.7 µM | hit rate 0.14% among 360,000;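 active means mean inhibition of at least 70% across replicates, with every replicate also reaching that level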
Target sequence (P26447 whole entry, looked up): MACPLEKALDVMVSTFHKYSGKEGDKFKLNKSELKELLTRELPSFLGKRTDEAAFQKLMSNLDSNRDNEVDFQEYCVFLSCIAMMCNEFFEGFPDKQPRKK
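Assay system: human S100A4 monomer with TAMRA-labelled myosin IIA peptide / Buffer or medium: Calcium-containing HEPES buffer, pH 7.2 / Reagent: TAMRA-labelled myosin IIA heavy-chain peptide probe, 5 nM / Compound: one dose per compound / Timing: polarization read 5 min after assay mix addition, stable 5–60 min / Benchmarks: neutral control DMSO, positive control TFP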
XiGFP reactiv – activators of inactive X chromosome reactivation, primary screen, imaging, XiGFP fibroblasts, GFP high-content imaging, set 2; hit rate 0.055% among 360,000; AID 743238, 2013; XiGFP mouse fibroblasts, % GFP-positive cells imaging, 3 d; cells co-treated with 5-aza-dC sensitizer; scaled so ellipticine positive control = 100%; activation, % at 7.58 µM;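 active means mean normalized replicate activation at least 10% and every replicate at or above 10%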;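 further: 0% = median of on-plate neutral control wells and 100% = ellipticine 6 µM median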
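System: XiGFP fibroblasts, SV40-immortalized. Medium: DMEM plus 5-aza-dC sensitizer. Doses: single point. Timing: 3 d treatment, 15 min room-temperature fixation. Control set: ellipticine 6 µM.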
Statin myotox sup – suppressors of statin myotoxicity in C2C12 myotubes, primary screen, cell-based, single point, plate reader | C2C12 myotubes + simvastatin, ATP luminescence, 48 h; scaled: DMSO 0, geranylgeraniol control 100 | rescue of ATP level, % at 7.49 µM | hit rate 0.78% among 330,000 | AID 602340, 2012;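 active means mean ATP rescue above about 67%, or every replicate alone reaching that limit, limit read from the data, passing the limit was not always enough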;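 further: myotubes were challenged with 10 µM simvastatin during compound exposure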
An asterisk follows results filed as active; nt = not tested or not shown; & = joins results of further samples. A portion of the library, so the mix of outcomes need not match the whole.

SMILES	SIRT5 inh	ERAP1 inh	Cneo AK release	PGC1a acetyl inh	LGR2 antag	S100A4 inh HTS	XiGFP reactiv	Statin myotox sup
Cc1ccc(S(=O)(=O)N2[C@@H]3CNC[C@H]2C3c2ccc(-c3ccccc3C)cc2)cc1 (some centres not stated)	6&5	-2&-3	nt	-2&1	-7&-11	-29&-20	0.0&0.0	nt
O=C(CCN1CCCCC1)NCC[C@@H]1CC[C@H](NC(=O)C2CCCCC2)[C@@H](CO)O1	-1	-1	nt	-8	14	7	0.2	nt
O=C(N[C@H]1CC[C@H](CCn2cc(C3(O)CCCC3)nn2)O[C@@H]1CO)c1ccccc1F	7	0	0	3	-5	-1	-0.3	20
O=C(c1ccco1)N1CCc2[nH]nc(-c3ccc(Cl)cc3)c2C1	0	1	-7	-2	-5	5	0.1	9
O=C(COC(=O)CCC(NC(=O)OCc1ccccc1)C(=O)OCC(=O)Nc1ccccc1)Nc1ccccc1 (configuration not stated)	-1	4	nt	nt	1	-3	0.0	nt
O=C(COC(=O)c1ccccc1O)NC(c1ccccc1)c1ccccc1	-5	1	5	5	-29	-18	0.0	-4
COC(=O)Nc1ccc(S(=O)(=O)N2CCCC(C(=O)N3CCCCCC3)C2)cc1 (configuration not stated)	-3	-2	nt	nt	-9	-1	0.0	nt
S=C(NC1CCCCC1)N1CCN(Cc2ccccc2Cl)CC1	-2	-4	nt	nt	-4	-3	-0.2	nt
COc1cccc(CN(C(=O)c2ccccc2)C2CCS(=O)(=O)C2)c1 (configuration not stated)	0	-3	11	-3	3	3	0.0	3
C#CCOCCOCCOCCNc1nc(N2CCN(C(=O)Cn3cc(CCO)nn3)CC2)nc(N2CCN(C(=O)[C@H](CCCCN)n3cc(CCCC)nn3)CC2)n1	-5	8	-1	nt	2	-3	0.3	10
CO[C@H]1CN(C)C(=O)c2cc(NC(C)=O)ccc2OC[C@@H](C)N(Cc2cccc(F)c2)C[C@@H]1C	-2	1	52	-9	-3	-6	0.3	-13
C[C@H]1CN([C@@H](C)CO)C(=O)c2cccc(NC(=O)C3CCOCC3)c2O[C@@H]1CN(C)S(=O)(=O)c1cn(C)cn1	-5	0	-5	2	-4	0	0.1	14
C=CCOc1ccc(-c2nc3c(c(=O)[nH]c(=O)n3CCCC)n2C)cc1Br	-6	-1	-3	nt	4	-4	0.0	-11
CC1(C)NC(=O)N(CC(=O)OCC(=O)Nc2c(Br)cc([N+](=O)[O-])cc2Br)C1=O	-1	2	3	-2	-3	13	-0.1	6
O=C(C1CCCCC1)N1CCC(c2nc3c(nnn3Cc3ccccc3Cl)c(=O)[nH]2)CC1	0	3	1	-2	1	-4	0.0	nt
CCOc1ccc(CNC(=O)Cn2ccc3cc(S(=O)(=O)N4CCCC4)ccc32)cc1	-6	1	0	3	-3	1	0.0	2
Cc1csc(NC(=O)CSc2nnc(NC(=O)COc3ccccc3)s2)n1	-1	0	-1	16	5	-2	0.2	13
CCCC#Cc1ccc([C@H]2[C@H]3CN(C(=O)c4ccccn4)CC(=O)N3[C@H]2CO)cc1	2	0	nt	-6	6	-5	0.4	nt
Cc1noc(C)c1S(=O)(=O)Nc1ccc2c(c1)C(=O)N([C@H](C)CO)C[C@H](C)[C@H](CN(C)C)OCCCC[C@@H](C)O2	3	-13	0	6	-10	13	0.2	nt
COc1ccccc1NC(=O)Cn1cnc2c(oc3nc4c(cc32)CCCC4)c1=O	0	-3	-4	2	-2	1	0.0	-4
COc1ccc(C(CCN2CCN(c3ccccc3)CC2)c2c(OC)cc(OC)c3c(-c4ccccc4)cc(=O)oc23)cc1 (configuration not stated)	0	3	1	-20	18	2	0.1	7
CCCC1(C(=O)OC)NC(c2ccc(OC)c(OC)c2)C2C(=O)N(c3cccc(C(C)=O)c3)C(=O)C21 (configuration not stated)	1	0	-1	nt	7	18	0.0	-1
Cc1ccc(O)c(Nc2c3ccccc3nc3ccccc23)c1	-3	-18	3	8	-11	3	0.0	-5
C[C@H](CO)N1C[C@H](C)[C@@H](CN(C)C(=O)NC2CCCCC2)Oc2cc(C#Cc3ccc(F)cc3)ccc2S1(=O)=O	18*	4	-6	13	42	2	0.3	9
O=C(OCc1nnc(-c2ccccc2)o1)c1ccc([N+](=O)[O-])s1	5	-1	-5	2	-5	1	0.2	-1
O=C(NCCCN1CCOCC1)c1ccc(CSCc2cccc(Cl)c2)o1	13	nt	-4	-1	1	0	0.0	7
O=C(C[C@H]1C=C[C@H](NC(=O)CN2CCOCC2)[C@@H](CO)O1)NCCc1ccccc1	3	1	6	2	6	-1	-0.2	-1
CCC1CCCCN1S(=O)(=O)Cc1ccccc1Cl (configuration not stated)	-1	-4	nt	-2	nt	-3	0.0	nt
C[C@@H]1CN([C@@H](C)CO)C(=O)c2cc(N(C)C)ccc2O[C@@H](C)CCCCO[C@H]1CN(C)C	nt	nt	nt	-7	13	nt	0.0	30
Cn1ncc([N+](=O)[O-])c1C(=O)Nc1ccc(-c2nc3ccccc3[nH]2)cc1	nt	nt	-1	-1	-48	nt	nt	-59
CN(C)C(=O)C[C@H]1CC[C@H](NS(=O)(=O)c2ccccc2)[C@H](CO)O1	0	0	-5	-12	3	-9	-0.3	7
CC=Cc1ccc2n(c1=O)C[C@H]1[C@H](CO)[C@@H](C(=O)N3CCc4ccccc4C3)[C@@H]2N1CC (mixture of isomers)	nt	nt	3	nt	11	0	0.0	19
CC(=O)Nc1ccc(C(=O)Nc2ccc(S(=O)(=O)N3CCOCC3)cc2)cc1	-1	-1	-4	8	nt	11	0.0	-5
O=C(c1cc2c(ccc3ccccc32)oc1=O)N1CCN(CCO)CC1	-9	14	-1	4	6	-2	0.2	3
COc1cccc(NC(=O)N(C)C[C@@H]2Oc3ncc(Br)cc3C(=O)N([C@@H](C)CO)C[C@H]2C)c1	-4&-1	-2&0	0	2&-2	-2&0	9&5	-0.6	17
CN1C(=O)c2cc(NC(=O)Cc3ccccc3)ccc2OC[C@H]2O[C@@H](CC(=O)O)CC[C@@H]21	-1	-2	-2	-1	10	-5	0.0	6
CO[C@@H]1CN(C)C(=O)c2cc(NS(=O)(=O)c3ccccc3)ccc2OC[C@H](C)N(Cc2nccs2)C[C@H]1C	-2	-1	11	3	-9	-7	-0.5	27
COc1cccc(S(=O)(=O)N2CCCCN3[C@H](CO)[C@H](c4ccc(C#CC(C)C)cc4)[C@@H]3C2)c1	1	6	-1	-7	15	-5	0.0	nt
COCCCNC(=O)Cn1ccc(N)nc1=O	nt	3	3	7	-18	-3	0.0	9
CCCNC(=O)N1[C@@H]2c3cccc(=O)n3C[C@H]1[C@H](CO)[C@H]2C(=O)N1CCC(Cc2ccccc2)CC1	-1	-2	-1	nt	0	2	0.1	-9
Cc1cccn2c(=O)c(/C=C3\SC(=S)NC3=O)c(NCCCN3CCOCC3)nc12	2	-5	-7	4	11	-35	0.1	-6
CC(=O)N1NC(=Nc2ccccc2)SC1(C)C	nt	1	nt	5	3	-13	0.0	nt
O=C(OCC(=O)N1CCN(c2ccccc2)CC1)c1ccccc1NCCO	-17	13	nt	nt	-9	-4	0.1	nt
CC(C)CC#Cc1cnc2c(c1)C(=O)N([C@@H](C)CO)C[C@H](C)[C@@H](CN(C)C(=O)c1ccc(F)cc1)O2	1	-3	0	nt	-5	3	-0.8	19
O=C(CSc1nnnn1Cc1ccccc1)Nc1ccc2c(c1)OCCO2	-5	-11	-2	4	-18	-2	nt	nt
C[C@@H]1CN([C@@H](C)CO)C(=O)c2cc(NC(=O)C3CCCCC3)ccc2O[C@H]1CN(C)C	nt	3	-1	16	-3	2	0.1	-3
COc1ccc(CN(C)C[C@H]2OCCCC[C@H](C)Oc3ccc(NC(=O)NC4CCCCC4)cc3C(=O)N([C@@H](C)CO)C[C@@H]2C)cc1	-5	-1	-1	-17	5	-2	0.3	nt
NC(=O)c1ccc(Oc2ccc3c(c2)CCC3)c([N+](=O)[O-])c1	-5	2	1	nt	9	0	0.1	9

Complete entries, quoted from the list. Screens in order: SIRT5 inh, ERAP1 inh, Cneo AK release, PGC1a acetyl inh, LGR2 antag, S100A4 inh HTS, XiGFP reactiv, Statin myotox sup
Entry for `O=C(CSc1nnnn1Cc1ccccc1)Nc1ccc2c(c1)OCCO2` : -5, -11, -2, 4, -18, -2, nt, nt
Entry for `COCCCNC(=O)Cn1ccc(N)nc1=O` : nt, 3, 3, 7, -18, -3, 0.0, 9
Entry for `CCCNC(=O)N1[C@@H]2c3cccc(=O)n3C[C@H]1[C@H](CO)[C@H]2C(=O)N1CCC(Cc2ccccc2)CC1` : -1, -2, -1, nt, 0, 2, 0.1, -9

(listing goes on)
SMILES	SIRT5 inh	ERAP1 inh	Cneo AK release	PGC1a acetyl inh	LGR2 antag	S100A4 inh HTS	XiGFP reactiv	Statin myotox sup
COc1cc(CNCCN(C)C)ccc1OCc1c(F)cccc1Cl	-5	-1	2	-3	0	-6	0.0	7
CC1CCCCN1CCCNc1ccc(C(CC(N)=O)NC(=O)Cc2ccc(Cl)cc2)cc1[N+](=O)[O-] (configuration not stated)	0	-1	1	nt	-4	-1	0.1	7
COc1ccc(NC(=O)CSc2nc3[nH]ncc3c(=O)n2-c2ccccc2OC)cc1OC	nt	nt	5	9	21	nt	0.0	nt
CC(C)/C=C1\CCCCC1N(C)C(=O)NC(C)C (configuration not stated)	nt	nt	3	-28	-11	nt	nt	1
Cn1c2ccccc2c2nnc(SCC(=O)Nc3ccccc3F)nc21	3	-3	0	nt	-6	-7	0.1	13
Cc1ccc(S(=O)(=O)NC(=O)Nc2cccc([N+](=O)[O-])c2)cc1	-7	-3	0	1	11	-5	0.2	1
CCCC(=O)NC(c1ccco1)c1cc([N+](=O)[O-])c2cccnc2c1O (configuration not stated)	2	1	nt	1	-3	0	0.0	nt
O=C(O)c1cc2ccccc2[nH]1	-1	4	-3	8	7	-1	nt	-4
CCOc1cc(N2CCOCC2)c(OCC)cc1NC(=O)C1CC(=O)N(c2ccc(C)cc2)C1 (configuration not stated)	1	-1	-1	-3	nt	0	0.2	4
O=C(C1CCC(CNc2c(N3CCCCC3)c(=O)c2=O)CC1)N1CCCC1 (configuration not stated)	1	5	1	-5	9	2	0.2	5
CO[C@@H]1CN(C)C(=O)c2cc(NC(=O)c3cccc(F)c3)ccc2OC[C@H](C)N(CC2CC2)C[C@H]1C	2	-4	8	-4	-1	1	0.1	12

Bioassay records deposited in PubChem by Broad Institute.
